Dynein cargo inh: dynein cargo transport inhibition; 3617.4 mouse cells, GR-EGFP nuclear translocation imaging; test concentration mostly 20 µM; stimulated with dexamethasone, 1 µM; hits give low values; z-score, hits read low; actives 0.47% (n = 220,000);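 active = plate z-score of nuclear minus cytoplasmic receptor signal below a set negative limit, without overly bright fluorescence or cell loss, cut at about -3.5 in these data, passing the limit was not always enough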;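 note: z-score of nuclear minus cytoplasmic ring GR-EGFP intensity difference per well; some compounds called inactive have numbers as strong as hits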
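Medium: Induction medium lacking tetracycline, stripped serum | Probe or stimulus: 1.0 µM final dexamethasone stimulus | Schedule: 48 h induction, then 1 h compound, then 30 min agonist, 37 °C | Signal: Automated 10x imaging of fixed Hoechst-stained cells | Evaluation: Per-cell GR-EGFP intensity, nucleus versus surrounding cytoplasmic ring, well-averaged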
Autophagy HCS: autophagy modulation, high-content screen. MEF GFP-LC3 puncta imaging; test concentration mostly 10 µM. calls only at 10 µM (by protocol). actives 0.98% (n = 190,000). AID 463193;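 active = percentage of spot-positive cells more than 3 SD above its plate mean, without a fluorescence outlier flag or 80% toxicity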;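 note: spot-positive cell cutoff set from DMSO-treated cells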
M17LAP inhibition: P. falciparum M17LAP inhibitors, primary screen, biochemical, fluorogenic H-Leu-NHMec substrate, 1536-well (AID 1619); one-dose inhibition, % at 30 µM; IC50 in µM for titrated hits; actives 0.38% (n = 220,000); recombinant M17LAP, H-Leu-NHMec fluorogenic kinetic assay; higher % means a stronger effect;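 active = compound inhibiting the enzyme by more than half at any dose during confirmatory dose-response retesting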;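 note: plate controls were full reaction with DMSO carrier for no effect and no enzyme background for full effect; strong numbers were not always called active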
P. falciparum M1AAP: malaria alanyl aminopeptidase activity blockers – biochemical, fluorogenic H-Leu-NHMec substrate, 1536-well (AID 1445); recombinant M1AAP, H-Leu-NHMec fluorogenic kinetic assay; higher % means a stronger effect; inhibition, % at 30 µM, or IC50 in µM where a hit was titrated; actives 0.42% (n = 220,000);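 active = primary inhibition above the hit cutoff, then over 50% inhibition at one or more dose response concentrations, cut at about 23% in these data, passing the limit was not always enough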;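 note: plate controls were DMSO full reaction for no effect and no enzyme background for full effect; strong numbers were not always called active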
T cell modulator: T cell immune modulators affecting CD8 T cell-vesicle binding. 2C CD8+ T cell-vesicle binding, flow cytometry; hits give low values. calls only at 7 µM. actives 0.068% (n = 330,000). AID 2052;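 active = response, share of CD8 T cells binding vesicles, and their 90th percentile fluorescence all below set limits, cut at about 80% in these data, passing the limit was not always enough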
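Assay system: 2C TCR transgenic mouse naive CD8+ T cells, MACS-purified | Read-out: CD8+ gate FL2 mean fluorescence as % of same-row positive control | Signal: High-throughput flow cytometry with anti-B7-1 and anti-CD8 staining | Timing: Binding step 1.5 h, 37 °C, antibody labelling 20 min, ice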
bCat nuc transl: alters nuclear translocation of beta-catenin in HeLa cells; immunofluorescence imaging; nuclear translocation activity, % at 5 µM; actives 0.3% (n = 190,000); AID 1665;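 active = nuclear translocation activity above 50% at 5 µM, with a well cell count of 50 or more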;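 note: per-cell ratio of nuclear to cytoplasmic median beta-catenin stain intensity; plate controls were DMSO negative control for no effect and GSK-3 inhibitor IX positive control for full effect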
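Technique: fluorescence imaging of beta-catenin antibody stain plus DAPI / Material: human HeLa cell line / Incubation: compound treatment 24 h, 37°C, 5% CO2 / Read-out basis: % activation of per-cell nuclear versus cytoplasmic median beta-catenin signal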
Yfh1-off respiration: enhancers of respiration in Yfh1-depleted yeast, dose response, Friedreich's ataxia, plus single-dose screen (AID 1465); fold induction at 50 µM, or EC50 in µM where a hit was titrated; S. cerevisiae Yfh1-off respiration, WST-1 reduction, 72 h; higher fold induction means a stronger effect; actives 0.074% (n = 220,000);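 active = fold induction of absorbance versus untreated yeast above a set limit, then at least 30% activation at any dose in follow-up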;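 note: activators that raise dye reduction in frataxin-depleted yeast; strong numbers were not always called active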
WT yeast gro inh: growth inhibition of WT yeast, mitochondrial fusion screen. mitochondrial fusion phenotypic screen, WT strain. AID 1362. actives 2.1% (n = 190,000). inhibition, % at 10 µM; in the data active = inhibition above about 58%; tested in S. cerevisiae
MT stabilize HCS: microtubule stabilizers in HeLa cells. HeLa tubulin immunostaining HCS, 24 h; share of cells brighter than vehicle mean+2SD. % tubulin-high responders, % at 10 µM. actives 0.83% (n = 200,000);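 active = plate Z-score above 3 for both tubulin-high and condensed-nucleus cell shares, with cell loss under 80%, at 10 µM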;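 note: anti alpha tubulin signal scored within the nucleus-defined area of each cell; some results filed as inactive read as strong as hits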
WT yeast gro inh mutant strain: recorded beside WT yeast gro inh, whose call it bears; inhibition, %; mitochondrial fusion phenotypic screen, mutant strain inhibition
Dynein cargo inh cytoplasmic EGFP: second read-out of Dynein cargo inh, no call of its own (marks repeat the call); z-score; measured here: cytoplasmic GR-EGFP intensity; hits give high values
Dynein cargo inh nuclear GR-EGFP: second read-out of Dynein cargo inh, no call of its own (marks repeat the call); z-score; measured here: nuclear GR-EGFP intensity;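 lower value marks the stronger effect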
Dynein cargo inh cell count: further read-out of Dynein cargo inh, marked with its call; z-score; measured here: cell count per field
bCat nuc transl cell count 5 µM: also measured in bCat nuc transl; calls as there; cell count; measured here: cell count, cytotoxicity flag
T cell modulator vesicle-bound %: also measured in T cell modulator; calls as there; double positive events, %; measured here: CD8+ vesicle-bound cell fraction;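 binding gate set so that unloaded-vesicle control wells show 10% double positive cells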
MT stabilize HCS Hoechst-high %: further read-out of MT stabilize HCS, marked with its call; % Hoechst-high responders; measured here: nuclear condensation Hoechst responders;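 share of cells brighter than vehicle mean plus two SD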
MT stabilize HCS cytotoxicity %: recorded beside MT stabilize HCS, whose call it bears; toxicity, %; measured here: cytotoxicity by cell density;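 0% = mean cell density of plate MIN control wells and 100% = no cells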
Autophagy HCS cell loss 18 h: further read-out of Autophagy HCS, marked with its call; toxicity, %; measured here: cell loss, nuclei count;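 cell loss after 18 h compound exposure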
Starred values were filed as active, the others as inactive; i = inactive; . = not tested or not shown.

SMILES,Dynein cargo inh,Dynein cargo inh cytoplasmic EGFP,Dynein cargo inh nuclear GR-EGFP,Dynein cargo inh cell count,Autophagy HCS,Autophagy HCS cell loss 18 h,M17LAP inhibition,P. falciparum M1AAP,T cell modulator,T cell modulator vesicle-bound %,bCat nuc transl,bCat nuc transl cell count 5 µM,Yfh1-off respiration,WT yeast gro inh,WT yeast gro inh mutant strain,MT stabilize HCS,MT stabilize HCS Hoechst-high %,MT stabilize HCS cytotoxicity %
COc1ccc(C(=O)Nc2ccc(C(=O)NCCc3ccc(OC)c(OC)c3)cc2)cc1,1.7,-0.16,1.2,-1.2,i,-49,8%,8%,i,48,-0.4,1211,i,15,-7,3.9,1.3,10
O=C(CN1C(=O)CCSc2ccccc21)Nc1cccc(F)c1,1.7,0.051,1.8,-1.9,i,-1,27%,6%,i,17,4.2,1152,i,-19,-30,2.7,1.8,1.7
O=C(Nc1ccccc1)c1nnsc1S(=O)c1ccc(Cl)cc1 (stereo unspecified),-3.5*,1.2*,-1.8*,0.83*,i,7,1%,0%,i,68,0.1,1355,i,6,-4,2.3,1.3,6.6
COc1cccc(/C=N/NC(=O)c2ccc(CN3c4cccc5cccc(c45)S3(=O)=O)cc2)c1,0.28,-0.3,-0.33,-0.0054,i,-6,14%,10%,i,12,0.8,1017,i,-11,-5,3.1,3.4,4.3
C=CCn1c(SCC(=O)N2CCCCC2)nc(O)cc1=O,0.51,-0.0032,0.73,-0.84,i,-9,21%,8%,i,6,.,.,i,-10,-5,1.0,1.8,6.5
COc1ccc(NS(=O)(=O)c2ccc(NC(=S)NC(=O)c3ccc(Br)cc3)cc2)nn1,0.65,-0.16,0.84,-0.77,i,-4,27%,9%,i,53,0.4,1147,i,1,7,3.7,1.8,5.4
Cc1ccc(NC(=O)CCC(=O)NNC(=O)c2cccc([N+](=O)[O-])c2)cc1C,-0.48,0.41,-0.29,-1.1,i,-27,-2%,0%,i,8,-1.7,1115,i,9,12,2.6,1.9,8.3
CCOC(=O)c1cnn2c(C(F)(F)F)cc(-c3cn(C)nc3C)nc12,0.18,-0.24,-0.1,0.45,i,-4,-47%,4%,i,16,.,.,i,-8,-10,2.6,2.0,7.0
Cc1cccc(N2CCN(C(=O)COc3ccc4c(c3)CCC4)CC2)c1C,-0.63,-0.23,-0.46,0.15,i,3,5%,0%,i,41,0.3,1141,i,73*,5.5*,4.2,2.8,5.2
O=C(NCc1ccccc1Cl)c1cccc(C(F)(F)F)c1,0.47,-0.27,0.33,-0.019,i,15,9%,-1%,i,43,0.1,1085,i,3,-3,4.8,2.5,10.0
O=C1N/C(=C/c2cccs2)C(=O)N1Cc1ccc(Br)cc1,0.73,-0.3,0.4,-0.43,i,-2,7%,-3%,i,59,-0.4,1046,i,-5,-16,2.4,2.1,3.1
CCN(CC)CCN1C(=O)C(O)=C(C(=O)c2cc3ccccc3o2)C1c1cccnc1 (stereo unspecified),0.31,-0.21,0.67,-0.26,i,16,27%,5%,i,19,-8.3,938,i,1,-18,2.5,1.8,3.8
C=CCn1c(=O)c2ccc(C(=O)NCc3ccccc3)cc2n(Cc2ccccc2Cl)c1=O,-1.1,-0.26,-1,1.3,i,-8,13%,11%,i,37,-4.4,500,i,7,14,2.0,2.9,5.2
COc1ccc(C(C(=O)Nc2ccc(F)cc2)N(C(=O)Cn2nnc3ccccc32)C2CC2)cc1 (stereo unspecified),-0.33,-0.22,-0.45,0.44,i,-1,5%,7%,i,26,.,.,.,68*,8.0*,1.8,1.8,9.7
CCOC(=O)c1cc(-c2ccc(Cl)s2)[nH]n1,0.65,-0.29,-0.042,0.19,.,.,6%,6%,i,38,-6.0,1189,i,.,.,.,.,.
COc1ccc(N2CCN(C(=O)CN3C(=O)c4ccccc4S3(=O)=O)CC2)cc1,-1.2,-0.2,-0.39,0.32,i,-2,25%,6%,i,7,0.0,1076,i,-15,3,3.8,2.3,5.5
c1cn2cc(CSC3CCCCC3)nc2s1,-0.34,-0.18,-0.22,-0.46,i,-2,2%,20%,i,42,.,.,i,24,23,1.8,0.2,28
Cc1cc(C)c(C#N)c(N)n1,-0.13,-0.21,0.13,-0.095,i,0,-3%,-4%,i,48,0.8,1111,i,-13,21,3.5,3.0,6.3
c1nc(NC2CCCC2)c2[nH]cnc2n1,1.1,-0.11,0.7,-0.86,i,3,12%,1%,i,32,-1.3,1124,i,-8,-2,3.6,1.9,5.1
Cc1ccc(C)c(N=C2CCCN2Cc2ccccc2)c1C#N,0.57,-0.26,0.29,0.69,i,0,11%,16%,i,20,-0.2,1115,i,-1,3,3.3,2.0,2.8

Brought forward from above: 3 entries, then new ones.
SMILES,Dynein cargo inh,Dynein cargo inh cytoplasmic EGFP,Dynein cargo inh nuclear GR-EGFP,Dynein cargo inh cell count,Autophagy HCS,Autophagy HCS cell loss 18 h,M17LAP inhibition,P. falciparum M1AAP,T cell modulator,T cell modulator vesicle-bound %,bCat nuc transl,bCat nuc transl cell count 5 µM,Yfh1-off respiration,WT yeast gro inh,WT yeast gro inh mutant strain,MT stabilize HCS,MT stabilize HCS Hoechst-high %,MT stabilize HCS cytotoxicity %
Cc1cc(C)c(C#N)c(N)n1,-0.13,-0.21,0.13,-0.095,i,0,-3%,-4%,i,48,0.8,1111,i,-13,21,3.5,3.0,6.3
c1nc(NC2CCCC2)c2[nH]cnc2n1,1.1,-0.11,0.7,-0.86,i,3,12%,1%,i,32,-1.3,1124,i,-8,-2,3.6,1.9,5.1
Cc1ccc(C)c(N=C2CCCN2Cc2ccccc2)c1C#N,0.57,-0.26,0.29,0.69,i,0,11%,16%,i,20,-0.2,1115,i,-1,3,3.3,2.0,2.8
COc1ccc2c(c1)c1nnc(SC)nc1n2C,-0.82,-0.31,-0.19,0.13,i,11,0%,5%,i,17,-0.9,1175,i,47,40,6.8,3.5,7.5
COc1ccc(NC(=O)COC(=O)c2ccncc2)c(OC)c1,0.55,-0.37,0.51,-0.23,i,21,-4%,-2%,i,57,-1.2,1129,i,-18,12,3.8,3.4,5.3
CCN(CC)c1ccc(C(=O)OCC(=O)N(C)Cc2ccccc2)cc1,-0.56,-0.14,-0.037,0.11,i,1,3%,1%,i,16,-2.1,1107,i,0,4,3.1,2.6,8.3
Cc1nc(=O)c(-c2ccccc2)c(C)n1-c1ccccc1O,-0.74,-0.15,-0.15,0.7,i,-12,6%,16%,i,46,2.1,721,i,-8,-11,5.8,2.5,6.7
CSc1ccc(S(=O)(=O)Nc2ccc(F)cc2)cc1,-0.82,-0.27,-0.59,-0.27,i,4,5%,-1%,i,11,.,.,i,-8,1,2.5,2.4,8.0
Cn1c(SCc2nc3cc(C(=O)O)ccc3c(=O)[nH]2)nnc1C(F)(F)F,-2.2,-0.22,-0.5,4.9,i,10,-4%,4%,i,39,-2.7,1078,i,13,4,4.3,2.9,6.8
CCOc1ccccc1C(=O)N(CN1CCCC1=O)c1cccc(Cl)c1,-0.39,-0.21,-0.13,0.56,i,-1,1%,3%,i,27,-2.7,1366,i,-7,-8,5.4,3.5,5.2
CC1Cc2ccccc2N1C(=O)CSc1nnnn1C (stereo unspecified),-1.3,-0.22,-0.53,0.52,i,-11,-8%,4%,i,24,.,.,i,-4,5,2.3,2.0,5.1
CCOC(=O)NC(=O)c1cn(C(CC)CO)c(=O)[nH]c1=O (stereo unspecified),-0.49,-0.29,-0.6,0.76,i,8,12%,7%,i,56,2.7,502,i,-7,-6,1.7,2.6,8.9
CCC(C)(C(=O)NC1CCCC1)N(CC1CCCO1)C(=O)CNC(=O)c1ccccc1 (stereo unspecified),0.077,-0.19,0.56,0.19,i,22,10%,6%,i,45,-1.5,1133,i,13,5,2.1,2.2,12
CCOC(=O)C1(Cc2cccc(F)c2)CCN(Cc2cnn(CC)c2C)CC1,-0.71,-0.34,-0.5,1.1,i,11,-2%,3%,i,32,1.6,1577,i,-6,-3,0.6,1.4,7.4
CCOC(=O)C1CCN(C(=O)c2c(-c3c(Cl)cccc3Cl)noc2C)CC1,-0.74,-0.22,-0.29,-0.52,i,-1,1%,4%,i,38,.,.,i,13,9,2.3,1.4,4.8
S=C(NCCN1CCOCC1)Nc1ccc(Nc2ccccc2)cc1,-1.1,-0.27,-0.71,1.2,i,12,-4%,0%,i,54,-1.1,996,i,1,13,2.7,2.4,5.9
COc1ccc(CSc2nncn2C)cc1F,-0.45,-0.34,-0.15,0.43,i,-15,-5%,-1%,i,57,-1.3,1566,i,-9,-8,1.8,1.6,7.6
NC(=O)Cc1ccc(C(=O)c2ccc(F)cc2)s1,0.1,-0.083,0.01,-0.39,i,-12,21%,7%,i,15,0.8,1155,i,-37,-9,1.7,3.0,8.2

Source: PubChem
